# Screens as filed in PubChem.
# EBNA-1 inhibitor: EBNA-1 DNA-binding inhibitors, primary screen, biochemical, fluorescence polarization. inhibition, % at 14.8 µM. hit rate 0.34% among 300,000. AID 1950, 2009; in the data active means inhibition above about 28%
# PAFAH1B2 FP inh: PAFAH1B2 enzyme inhibitors, primary screen, biochemical, fluorescence polarization, human; recombinant PAFAH1B2, FP-rhodamine activity probe; inhibition, % at 3.39 µM; hit rate 1.2% among 340,000; AID 492953, 2010;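 active means inhibition above the mean of all tested compounds plus 3 SD, cut at about 24% in these data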;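 further: 0% = enzyme with DMSO and 100% = wells lacking PAFAH1B2; many of its hits are not listed in these tables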
# LYPLA2 counter: LYPLA2 inhibitors, primary screen, counter-screen for PME1 inhibitor project, biochemical, fluorescence polarization, FP-Rh probe ABPP | Acyl-protein thioesterase 2 (Homo sapiens), O95372 | recombinant LYPLA2 | inhibition, % at 5.9 µM | hit rate 0.38% among 320,000 | AID 2177, 2009;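 active means inhibition above the screen-wide mean plus 3 SD, limit set per campaign, cut at about 26% in these data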;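 further: 0% = LYPLA2 with DMSO and 100% = wells lacking LYPLA2 enzyme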
# Target sequence (O95372 whole entry, looked up): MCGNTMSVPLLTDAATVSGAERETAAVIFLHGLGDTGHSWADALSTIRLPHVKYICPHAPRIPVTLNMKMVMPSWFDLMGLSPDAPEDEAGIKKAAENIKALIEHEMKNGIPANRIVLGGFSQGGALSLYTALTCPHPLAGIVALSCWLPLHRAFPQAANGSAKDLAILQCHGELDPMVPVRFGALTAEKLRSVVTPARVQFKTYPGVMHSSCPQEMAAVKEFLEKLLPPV
# pPAFAH FP inh: pPAFAH enzyme inhibitors, primary screen, biochemical, fluorescence polarization, human; Platelet-activating factor acetylhydrolase (Homo sapiens), Q13093; recombinant pPAFAH, FP-rhodamine probe fluorescence polarization; inhibition, % at 3.39 µM; hit rate 1.5% among 330,000;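 active means inhibition above the mean inhibition across the screen plus 3 SD, cut at about 25% in these data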;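 further: inhibitors block binding of the rhodamine activity-based probe so polarization drops; 0% = enzyme with DMSO and 100% = wells lacking pPAFAH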
# PAFAH1B3 inh: PAFAH1B3 enzyme inhibitors, primary screen, biochemical, fluorescence polarization, human; recombinant PAFAH1B3, FP-rhodamine probe; inhibition, % at 3.39 µM; hit rate 0.28% among 340,000; AID 492972, 2010;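 active means inhibition above the screen-wide average of all tested compounds plus 3 SD, cut at about 25% in these data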;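 further: 0% = enzyme with DMSO only and 100% = wells lacking PAFAH1B3 protein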
# Target sequence (Q15102 whole entry, looked up): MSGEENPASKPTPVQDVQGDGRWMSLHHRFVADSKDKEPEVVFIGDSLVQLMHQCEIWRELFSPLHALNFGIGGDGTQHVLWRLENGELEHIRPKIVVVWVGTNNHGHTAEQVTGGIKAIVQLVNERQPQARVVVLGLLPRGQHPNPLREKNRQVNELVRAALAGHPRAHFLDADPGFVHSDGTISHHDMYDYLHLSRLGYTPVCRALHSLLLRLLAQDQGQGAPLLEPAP
# ZTA DNA inh: blocks Epstein-Barr virus ZTA, an EBNA-1 counter-screen; ZTA-DNA binding, fluorescence polarization; AID 2234; inhibition, % at 11 µM; hit rate 0.15% among 320,000; in the data active means inhibition above about 33%
# Target sequence (P03206 whole entry, looked up): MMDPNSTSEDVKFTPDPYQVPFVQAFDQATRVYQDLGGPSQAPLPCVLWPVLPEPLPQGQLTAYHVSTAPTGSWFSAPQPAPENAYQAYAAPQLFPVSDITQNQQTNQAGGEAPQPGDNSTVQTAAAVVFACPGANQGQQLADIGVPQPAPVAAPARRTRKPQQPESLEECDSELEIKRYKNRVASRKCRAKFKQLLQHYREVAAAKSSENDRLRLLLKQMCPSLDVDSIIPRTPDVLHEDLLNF
# PAFAH2 FP inh: PAFAH2 enzyme inhibitors, primary screen, biochemical, fluorescence polarization, human | inhibition, % at 3.39 µM | hit rate 0.99% among 340,000 | recombinant PAFAH2, FP-rhodamine activity probe | Platelet-activating factor acetylhydrolase 2, cytoplasmic (Homo sapiens), Q99487;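 active means inhibition above the mean over all tested compounds plus 3 SD, cut at about 30% in these data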;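 further: inhibitors block probe labeling of enzyme so polarization drops; 0% = enzyme with DMSO and 100% = wells lacking PAFAH2 protein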
# LYPLA1 inh: LYPLA1 inhibitors, primary screen, counter-screen for PME1 inhibitor project, biochemical, fluorescence polarization, FP-Rh probe ABPP | Acyl-protein thioesterase 1 (Homo sapiens), O75608 | recombinant LYPLA1 | inhibition, % at 5.9 µM | hit rate 0.16% among 320,000 | AID 2174, 2009;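 active means inhibition above the mean of all tested compounds plus 3 SD, set per campaign, cut at about 14% in these data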;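 further: inhibitors block serine hydrolase probe labeling of LYPLA1 so polarization falls; 0% = enzyme with DMSO and 100% = wells lacking LYPLA1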
# Target sequence (O75608 whole entry, looked up): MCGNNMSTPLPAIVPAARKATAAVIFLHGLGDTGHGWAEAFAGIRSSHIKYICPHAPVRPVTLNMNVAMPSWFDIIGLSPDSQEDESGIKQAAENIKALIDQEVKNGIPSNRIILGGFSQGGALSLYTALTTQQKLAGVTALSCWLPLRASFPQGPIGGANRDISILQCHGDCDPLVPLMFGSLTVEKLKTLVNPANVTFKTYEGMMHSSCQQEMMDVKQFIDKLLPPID
# PREPL inh: PREPL enzyme inhibitors, primary screen, biochemical, fluorescence polarization; Prolyl endopeptidase-like (Homo sapiens), Q4J6C6; recombinant PREPL, fluorescence polarization activity-based probe; inhibition, % at 5.96 µM; hit rate 0.68% among 320,000; AID 2751, 2010; in the data active means inhibition above about 43%;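 further: 0% = enzyme with DMSO and 100% = wells lacking enzyme; many of its hits are not listed in these tables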
# * = called active by the depositor; . = not tested or not shown.
# Every second line gives: LYPLA1 inh	pPAFAH FP inh	PREPL inh	EBNA-1 inhibitor	PAFAH1B2 FP inh	ZTA DNA inh	LYPLA2 counter	PAFAH2 FP inh	PAFAH1B3 inh
> COc1ccc(Cl)cc1S(=O)(=O)Nc1ccc(Cl)cn1
→ 0	-1	1	-1	-2	9	-2	4	10
> CC(C)CC(OC(=O)c1ccco1)C(=O)NC1CCCCC1 (stereo unspecified)
→ 1	-1	-4	1	4	-6	1	-6	3
> Cc1cc(C)n(-c2nc3c(c(=O)[nH]c(=O)n3C)n2CC(C)C)n1
→ -1	5	15	-1	5	-3	-2	-5	7
> CN(CC(=O)Nc1ccccc1Br)C(=O)CN1CCN(Cc2cccc(Cl)c2)CC1
→ .	4	39	.	4	.	.	-4	8
> CCc1sc(C(=O)Nc2ccsc2C(=O)OC)cc1Br
→ 1	-2	14	0	-3	-8	0	12	10
> CC(=O)C1=C(c2ccccc2)N(C(C)=O)n2c(C)nnc2S1
→ -1	1	12	0	-2	14	-4	-2	1
> CC(=O)Nc1ccc(S(=O)(=O)Nc2cc([N+](=O)[O-])ccc2C)cc1
→ 1	0	5	-22	1	13	-7	6	-6
> Cn1c(O)c(N=Nc2ccccc2)c2ccccc21
→ 2	4	2	-15	0	-4	-4	7	4
> CCCCn1c(N)c(N(Cc2ccccc2OC)C(=O)c2sccc2C)c(=O)[nH]c1=O
→ 0	1	13	1	5	2	-4	8	4
> Cc1ccc(C)c(NC(=O)C2CC(=O)N(C(C)C)C2)c1 (stereo unspecified)
→ 3	0	6	10	5	10	0	-5	8
> CC(C)[C@H](NC(=O)c1ccccc1)C(=O)OCC(=O)Nc1ccc(Cl)cc1C(F)(F)F
→ 1	0	6	-8	5	-8	0	-3	5
> Cc1c(NC(=O)Oc2ccccc2)sc(=S)n1C
→ 2	4	3	6	2	-1	3	0	4
> N#Cc1ccccc1NC(=O)COC(=O)c1ccc(F)cc1F
→ 3	16	-1	-3	1	-1	9	46*	11
> O=C(NC1CCN(C(=O)N2c3ccccc3Sc3ccccc32)CC1)c1ccco1
→ 1	0	-8	-6	-2	10	0	-5	-2
> O=C(/C=C/c1ccc(Cl)cc1)NC1CC2CCC1C2 (stereo unspecified)
→ -2	1	11	5	3	8	-1	-5	7
> COc1cc(CN2CCC(C(=O)NCCC(C)C)CC2)ccc1OCc1ccccc1
→ -2	6	6	0	5	11	3	-6	9
> CC1(c2ccccc2)NC(=O)N(CC(=O)Nc2nnc(C3CC3)s2)C1=O (stereo unspecified)
→ 1	3	-2	0	-1	6	5	4	1
> O=C(O)CC12CC3CC(C1)CC(n1ncc(NCc4ccc5c(c4)OCO5)c(Cl)c1=O)(C3)C2
→ 4	0	14	-2	.	-11	2	.	.
> COc1ccc(NC(=O)c2cc(S(=O)(=O)N3CCOCC3)cn2C)cc1Cl
→ 2	4	4	10	7	19	7	6	0
> Cc1ccc(NC(=O)CSc2nc(-c3ccco3)nc3cc(=O)[nH]n23)c(Cl)c1
→ -1	8	6	-1	3	6	2	11	8
> C/C(=N\Nc1ccc(S(=O)(=O)N2CCCCC2)cn1)c1cccc(Br)c1
→ -12	3	21	.	10	-11	-20	16	-2
> Cc1ccc(CNC(=O)c2nccnc2C(=O)O)cc1
→ 1	9	1	10	6	11	-4	-1	1
> CCN(CC)S(=O)(=O)c1cc(NC(=O)COC(=O)C2CCC2)ccc1C
→ 2	8	6	.	4	-11	12	14	14
> Cc1ccccc1NC(=O)Cc1nnc(SCC(=O)NC2CCCC2)n1C
→ 3	1	-3	4	2	-1	-3	1	-1
> CCn1c2ccc(CC(=O)O)cc2c2cc(CC(=O)O)ccc21
→ 0	9	5	-1	-1	-27	7	1	-4
> COc1ccc(C(=O)Nc2ccc(/C(C)=N/NC(=O)c3ccccc3O)cc2)cc1OC
→ -4	5	15	4	-4	-20	3	3	0
> C/C(=N/NC(=O)c1ccoc1C)c1ccc(NC(=O)C2CCCC2)cc1
→ 5	6	-19	-2	1	2	6	1	8
> CCc1nc(N2CCN(C(=O)c3ccccc3)CC2)c2c3c(sc2n1)CCCC3
→ 1	6	6	-3	6	-13	6	1	3
> Cc1noc(NC(=O)c2c(-c3c(Cl)cccc3Cl)noc2C)c1[N+](=O)[O-]
→ 0	-2	-1	-4	.	-4	5	.	.
> CNC(=O)/C(C#N)=C\c1ccc(CNS(=O)(=O)c2ccc(Cl)cc2)o1
→ 0	3	1	4	-1	2	-7	-4	-1
> Cc1ccc(C2=NN(CC(=O)NCCN(C)C)C(=O)CC2)cc1
→ 0	4	2	0	3	12	-2	6	9
> COc1ccc(OCc2nnc(SCC(=O)N(C)Cc3ccccc3)n2N)cc1
→ 4	6	4	8	0	11	6	5	-2
> CN(c1ccc(F)cc1)S(=O)(=O)c1ccc(Cl)c(C(=O)OCC(=O)NCc2ccco2)c1
→ 0	6	5	0	7	11	-5	4	-1
> COC(=O)C1=C(C)N(Cc2ccc(OC)c(OC)c2)C(=O)C1
→ 5	4	7	2	1	-1	0	8	7
> O=c1c2ccccc2nc(SCc2cn3ccsc3n2)n1-c1ccc(F)cc1
→ 1	6	22	2	2	6	3	3	4
> C#Cc1ccc(CN2CCCC(C(=O)Nc3ccccc3Oc3cccnc3)C2)cc1 (stereo unspecified)
→ 4	2	22	-4	6	-11	13	0	-5
> CCOc1ccc2[nH]c(SCC(=O)OC)c([N+](=O)[O-])c2c1
→ -1	-3	-7	-10	-5	5	-4	-12	10
> COc1cccc(Nc2cc(C)c3ccccc3n2)c1
→ 2	7	8	6	2	-6	4	5	1
> Cc1ccc(Nc2nc(N)nc(CSC(=S)N3CCN(c4ccccc4)CC3)n2)cc1
→ -11	2	64*	-3	-9	-4	-2	0	3
> Cc1ccc(N(CC(=O)NC2CCCC2)C(=O)c2c(C)noc2C)cc1C
→ 0	0	8	-10	2	12	5	6	1
> O=c1cc(N2CCc3ccccc3C2)[nH]c(=O)n1-c1ccc(Br)cc1
→ 1	1	14	-2	8	-7	3	-4	8
> O=C(O)c1ccc(NC(=S)NC(=O)c2cccc(COc3ccccc3)c2)cc1
→ -2	1	-21	-4	-1	-24	23	-9	-12
> COc1ccccc1N1CCN(C(=O)C2CC2)CC1
→ -2	-6	11	-2	.	9	-5	.	.
> CC(=O)c1ccc(CCCCCCCCCC(=O)O)s1
→ 3	10	4	-1	17	10	59*	5	0
> O=C1c2ccccc2C(Nc2ccc3c(c2)OCCO3)N1c1ccc(Cl)cn1 (stereo unspecified)
→ 0	9	-3	8	7	-12	-2	1	6
> CCOC(=O)c1c(NC(=S)Nc2ccc(C)cc2)sc2c1CCC2
→ -6	-1	-2	1	-2	-3	-2	0	16
> COc1cc(OC)c(CN2CCC(CO)(CCOc3ccccc3)CC2)c(OC)c1
→ 0	0	-4	2	3	-18	3	-7	7
> O=C1C=C(c2cccc3c2oc2ccccc23)C[C@@H](c2ccc(F)cc2)C1
→ -6	-4	-26	.	-6	-10	-14	-1	7
> O=C(O)c1ccc(CSc2nnc(-c3ccco3)o2)cc1
→ 2	4	7	-1	2	-2	0	-7	7
> O=C(NCCc1ccc2c(c1)OCCO2)c1cc(F)cc(F)c1
→ 2	2	-7	-8	-1	3	4	0	5
> S=C(Nc1ccccc1)Nc1ccc(Br)cc1
→ 0	6	-2	5	8	-9	2	-3	1
> O=S(=O)(CCNCc1cccs1)c1ccc(Cl)cc1
→ 3	6	6	10	13	10	4	4	14
> CCC(C)NC(=O)COC(=O)c1oc2ccccc2c1CSc1ccc(Cl)cc1 (stereo unspecified)
→ 2	-2	14	-22	6	-16	7	-10	2
> O=C(CSc1nc(-c2ccccc2)cs1)NCc1ccco1
→ -1	-1	-14	-3	8	11	-3	3	4
> O=C(Nc1ccccc1)NC1CCN(Cc2nnnn2C2CCCCC2)CC1
→ 2	0	9	-4	5	1	1	-2	-5
> Cc1ccc(S(=O)(=O)Nc2ccc(=O)n(Cc3ccc(Cl)c(Cl)c3)c2)cc1
→ -2	22	-1	6	21	17	-5	11	-6
> COc1ccc(S(=O)(=O)N2CCN(CC(=O)Nc3cccc(OC)c3)CC2)cc1
→ -5	4	3	-7	4	2	-2	-9	5
> Cc1cc(-c2ccc(S(=O)(=O)NCc3ccc(F)cc3)cc2)on1
→ -2	7	-20	-4	3	-3	2	6	2
> Cc1ccc(S(=O)(=O)N2CCOCC2)cc1C(=O)OCC(=O)NC1CCS(=O)(=O)C1 (stereo unspecified)
→ 0	4	-3	-2	4	9	2	-6	-6
> CN(c1ccc(OCC(=O)OCC(=O)Nc2ccccc2)cc1)S(=O)(=O)c1ccc(F)cc1
→ -4	7	-4	2	2	6	-2	-8	4

# Additional records
# Every second line gives: LYPLA1 inh	pPAFAH FP inh	PREPL inh	EBNA-1 inhibitor	PAFAH1B2 FP inh	ZTA DNA inh	LYPLA2 counter	PAFAH2 FP inh	PAFAH1B3 inh
> CC(C)(C)OC(=O)c1c(N)n(CCCN2CCCC2=O)c2nc3ccccc3nc12
→ -4	-1	7	-1	2	-16	-4	2	9
> Cc1cc(=O)[nH]c(SCC(=O)Nc2ccccc2C)n1
→ -1	-1	3	-3	9	-7	-3	-6	-2
> O=[N+]([O-])c1ccc(NCCCN2CCOCC2)c([N+](=O)[O-])c1
→ 2	-3	10	-24	2	5	-3	4	-1
> O=C(COc1ccccc1Cl)N1CCN(C(=O)c2ccco2)CC1
→ -2	3	4	3	-7	2	-5	13	1
> CCCCN1Cc2c(nc3cc(-c4ccco4)[nH]n3c2=O)C1=O
→ 1	63*	36	17	12	21	9	32*	12
> Cc1ccc(CCNS(=O)(=O)c2ccc3c(c2)NC(=O)C(C)C(=O)N3)cc1 (stereo unspecified)
→ -1	8	0	-9	27*	-1	0	4	11
> CCOc1ccccc1NC(=O)CSc1nnc2ccc(-c3ccccn3)nn12
→ -1	1	-4	-5	4	-2	-4	8	-4
> CC1CCC(NS(=O)(=O)c2ccc(N3CCCC3=O)cc2)CC1 (stereo unspecified)
→ 3	6	-11	1	7	17	14	2	0
> O=C(Cc1ccc(Cl)cc1)Nc1ccc(Br)cc1
→ 4	5	4	6	1	1	12	0	5
> Cc1ccccc1NC(=O)NCc1cccnc1
→ 1	-1	8	-6	1	-27	7	-1	9
> Cc1cccn2c(=O)c(C(=O)NC3CCCCC3C)c(O)nc12 (stereo unspecified)
→ -4	2	-8	-10	1	-4	-4	2	0
> COc1cccc(-n2c(CNc3ccc(F)cc3)nnc2SCC(N)=O)c1
→ 3	3	1	-4	26*	-7	2	2	2
> CC(=O)c1c(C)[nH]c(C(=O)OCC(=O)N2CCN(S(=O)(=O)c3ccc(C)cc3)CC2)c1C
→ -2	5	7	.	3	-5	7	0	15
> O=C(CCSCCc1ccncc1)NCCCN1CCOCC1
→ -2	0	-2	12	0	-3	-7	3	2
> COc1ccccc1N1CCN(C(=O)COc2ccc(Cl)cc2)CC1
→ -1	-3	14	-4	1	-1	2	0	-1
> O=C1OCCN1C(=O)[C@H]1[C@H](c2ccc([N+](=O)[O-])cc2)C(c2ccc(F)cc2)=NN1c1ccc(Br)cc1
→ .	-1	.	.	-3	.	.	4	3
> Cc1ccc2[nH]c(=O)c(CN(Cc3cccnc3)C(=S)NCCCN(C)C)cc2c1
→ 1	-2	-7	7	5	3	21	-1	2
> CCCCOC(=O)C(C#N)c1nc2ccccc2nc1N1CCOCC1 (stereo unspecified)
→ -2	5	6	12	3	12	1	0	9

# The list is partial (hit frequency here may not be typical).
